INS-1E GSIS act: primary screen for activators of insulin secretion dependent on glucose, INS-1E cells, GLuc reporter luminescence. INS-1E GLuc reporter insulin secretion, 2-3 h. activation, % at 16.6 µM. 0.61% of 370,000 active. AID 743287;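 active = lowest replicate activation of at least 40%, so every replicate reaches that level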;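 also: 0% = median of neutral control wells and 100% = median of IBMX positive control wells; some compounds called inactive have numbers as strong as hits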
Starred values were filed as active, the others as inactive. An excerpt; the hit share may differ from the screen's.

| canonical_smiles | INS-1E GSIS act |
| --- | --- |
| COc1cccc(C(C)NC(=O)Nc2cccc(C(F)(F)F)c2)c1 (configuration not stated) | -29 |
| O=C(Nc1cccc(NC(=O)c2ccc(-c3ccc(Br)cc3)o2)c1)c1ccccc1 | -27 |
| O=C(Nc1ccc(Cl)cc1)Nc1nnc(CSCc2ccccc2)s1 | 1 |
| Cc1no[n+]([O-])c1COc1ccc(/C=C2\NC(=S)NC2=O)cc1 | -21 |
| O=C(Nc1cnccn1)C1c2ccccc2Oc2ccccc21 | 3 |
| CCOC(=O)CSC1=C(C#N)C(c2ccco2)C(C(=O)Nc2cccc(C(F)(F)F)c2)=C(C)N1 (configuration not stated) | -42 |
| CC(C)CN(CC(C)C)C(=O)CS(=O)(=O)Cc1ccccc1 | 10 |
| COc1ccc(C2C(C(=O)N3CCOCC3)=C(C)NC3=C2C(=O)CC(C)(C)C3)cc1O (configuration not stated) | 6 |
| COc1ccc(CCNC(=O)CSc2ncn[nH]2)cc1 | 2 |
| Cc1cc([N+](=O)[O-])cc2ncccc12 | 86* |
| O=c1c2sccc2n(Cc2cccc(F)c2)c(=O)n1-c1ccc(F)cc1 | 46* |
| Cc1c(Cl)cccc1NC(=O)Cn1cccc1 | 8 |

| canonical_smiles | INS-1E GSIS act |
| --- | --- |
| COc1ccccc1C(=O)OCCN1CCOCC1 | 11 |
| O=C(Nc1ccccc1)N1CCn2c(nc3ccccc32)C1 | 3 |
| CCOc1ccc(C(=O)OCCN(C)C)cc1 | -4 |
| CCOC(=O)/C(N)=C/c1ncc(C(F)(F)F)cc1Cl | -2 |
| CCOC(=O)/C(=C\Nc1ccccc1C(F)(F)F)Sc1ncc(C(F)(F)F)cc1Cl | -22 |
| Cc1ccc2[nH]c(=O)c(CN(CC3CCCO3)S(=O)(=O)c3c(C)ccc4nsnc34)cc2c1 (configuration not stated) | -2 |
| COc1cc(OC)cc(C(=O)Nc2ccc(S(=O)(=O)N(C)C)cc2)c1 | 2 |
| C=CCN1C(=O)C(Cc2ccc(OCC)cc2)S/C1=N\N=C\c1cccs1 (configuration not stated) | -39 |
| Cc1nc(N2CCOCC2)c(C#N)c2c1COC(C)(C)C2 | -4 |
| CC1CCCN(c2c([N+](=O)[O-])c(=O)oc3ccccc23)C1 (configuration not stated) | -10 |
| Cc1ccc2c(c1)c1nnc(SCC(=O)N3CCN(c4ccc(F)cc4)CC3)nc1n2CC(=O)O | -15 |
| Cc1cccc(-n2c(Cc3cc(=O)[nH]c(=O)[nH]3)nnc2SCC(=O)NCc2ccco2)c1 | 30 |

INS-1E GSIS act: entries above that show a hit.
| canonical_smiles | INS-1E GSIS act |
| --- | --- |
| Cc1cc([N+](=O)[O-])cc2ncccc12 | 86* |
| O=c1c2sccc2n(Cc2cccc(F)c2)c(=O)n1-c1ccc(F)cc1 | 46* |

The list continues:
| canonical_smiles | INS-1E GSIS act |
| --- | --- |
| Cc1ccc(S(=O)(=O)N2CCCCC2)cc1NC(=O)COC(=O)Cc1cccc2ccccc12 | -23 |
| CC(=O)Nc1nc(S(=O)(=O)c2ccc(C)cc2)c(Cl)s1 | -19 |
| CC(C)CCNC(=O)c1cccnc1Sc1ccccc1 | 13 |
| Cn1cccc1C(=O)NC(=O)COC(=O)C12CC3CC(CC(O)(C3)C1)C2 | 3 |
| COCCNC(=O)CSc1nc2ccccc2c(=O)n1-c1cccc(OC)c1 | 13 |
| CN(C1=C(NC(=O)c2ccc(Cl)cc2)C(=O)c2ccccc2C1=O)c1ccccc1 | 0 |
| CC(NC(=O)CSc1nc2c(cc1C#N)CN(C)CC2)c1ccccc1 (configuration not stated) | -14 |
| CCC(C)(C)n1nnnc1C(c1cc2ccc(OC)cc2[nH]c1=O)N1CCc2ccccc21 (configuration not stated) | 4 |
| CC1(C)NC(=O)N(CC(O)CN2CCCC2)C1=O (configuration not stated) | 23 |
| CCOC(=O)c1c(NC(=O)Cn2cnc3scc(-c4ccc(C)cc4)c3c2=O)sc(C)c1C | 6 |
| CCCCOCCCNC(=O)CCCOc1ccccc1 | 19 |
| O=C(Nc1ccc(Cl)cc1)Nc1nc(-c2sccc2Br)cs1 | -4 |

| canonical_smiles | INS-1E GSIS act |
| --- | --- |
| CSc1ccc(/C=C/C(=O)c2ccc(O)cc2)cc1 | -12 |
| c1ccc(-c2csc(NNC3=NCCCCC3)n2)cc1 | -18 |
| CCCCOC(=O)c1ccc(-c2ccc(/C=N/NC(=S)NCC)o2)cc1 | 159* |
| CC(C)Cc1cc(C(=O)Nc2cc(C(F)(F)F)ccc2Cl)no1 | -20 |
| Cc1ccc(-c2[nH]nc3c2C(c2ccccc2OC(=O)N2CCOCC2)C(C#N)=C(N)O3)cc1 (configuration not stated) | -6 |
| Cc1ccccc1CSc1nc2n(n1)C(c1cccs1)C1=C(CCCC1=O)N2 (configuration not stated) | -30 |
| Cn1c(CNC(=O)c2cccs2)nnc1SCC(=O)Nc1ccccc1 | 20 |
| O=C(Nc1ccon1)c1cc2c(s1)CCCCCC2 | -13 |
| Cn1c(SCCN2CCCCC2)nnc1-c1ccccc1Br | 6 |
| COc1ccc(/C=C2/CCOC2=O)cc1 | 0 |
| Cc1cnn(CCC(=O)NNC(=S)Nc2ccccc2)c1 | 1 |
| CSc1nnc(-c2cccc(C)c2)n1N | 10 |

Next section; it opens with the 4 that closed the last part.
| canonical_smiles | INS-1E GSIS act |
| --- | --- |
| Cn1c(SCCN2CCCCC2)nnc1-c1ccccc1Br | 6 |
| COc1ccc(/C=C2/CCOC2=O)cc1 | 0 |
| Cc1cnn(CCC(=O)NNC(=S)Nc2ccccc2)c1 | 1 |
| CSc1nnc(-c2cccc(C)c2)n1N | 10 |
| Cc1ccc(C)c(NC(=O)CCC(=O)NNC(=O)C(c2ccccc2)c2ccccc2)c1 | 4 |
| N#C/C(=C\N1CCOCC1)c1ccccc1 | 8 |
| COc1ccc(/C(O)=C/Sc2nnc(Cc3ccccc3)o2)cc1 | -5 |
| COc1ccc(NC2=Nc3ccccc3N3C2=Nc2c(c(C)nn2-c2ccc(C)cc2)C3c2cccnc2)cc1 (configuration not stated) | -10 |
| COc1cc2[nH]c(=O)n(CCC(=O)N3CC=C(c4ccccc4)CC3)c(=O)c2cc1OC | 12 |
| N=c1n(CCN2CCCCC2)c2ccccc2n1CC(O)COc1ccccc1 (configuration not stated) | 42* |
| Cc1ccc(OCc2cc(C(=O)Nc3ccccc3)oc2C)cc1 | -30 |
| CC1(C)CC(=O)C(C=Nc2ccccc2)=C(O)C1 | 7 |
| C=CCn1c(CC#N)nnc1N1CCOCC1 | 14 |
| COc1ccc2nc(/N=C(\N)NC(=O)Nc3ccccc3)nc(C)c2c1 | 31 |
| Cc1ccc(Nc2nnns2)cc1 | 2 |
| CCCC12CN3CCN(CC(C3)/C1=N\NC(=O)Nc1ccccc1)C2 | -7 |

5 structures out of the list, ordered by molar mass, high to low.
| canonical_smiles | INS-1E GSIS act |
| --- | --- |
| COc1cc(OC)cc(C(=O)Nc2ccc(S(=O)(=O)N(C)C)cc2)c1 | 2 |
| COc1ccc(/C(O)=C/Sc2nnc(Cc3ccccc3)o2)cc1 | -5 |
| O=C(Nc1ccccc1)N1CCn2c(nc3ccccc32)C1 | 3 |
| CC1(C)NC(=O)N(CC(O)CN2CCCC2)C1=O (configuration not stated) | 23 |
| CCOc1ccc(C(=O)OCCN(C)C)cc1 | -4 |

The listing continues.
| canonical_smiles | INS-1E GSIS act |
| --- | --- |
| N#Cc1ncc(C(F)(F)F)cc1Sc1ccc(N)cc1 | 30 |
| O=C(Nc1cccnc1)C1(F)C(F)(F)C(F)(F)C(F)(F)C(F)(F)C1(F)F | 1 |
| COc1ccc(NC(=O)CSc2nncs2)cc1OC | -4 |
| C/C(=N\NC(=O)C1(C)CC1(Br)Br)c1cccc(NC(=O)C(C)(C)C)c1 (configuration not stated) | -8 |
| Cc1cccc(CSc2nnnn2-c2ccccc2)c1 | -16 |
| CCCCC1CCC(C(=O)Nc2ccccc2)CC1 (configuration not stated) | 6 |
| Cc1cc(=O)oc2cc(OCC(=O)N3CC(C)OC(C)C3)ccc12 (configuration not stated) | 9 |
| CNS(=O)(=O)c1ccc(NC(=O)C2c3ccccc3Oc3ccccc32)cc1 | 2 |
| Cc1c(C(=O)c2ccc(Cl)c(Cl)c2)cnc2cc3c(cc12)OCO3 | -21 |
| CCn1c(SCc2cc(=O)[nH]c3ccccc23)nc2c1c(=O)n(C)c(=O)n2C | 49* |
| CCC(C)(C)n1nnnc1C(c1cc2ccc(OC)cc2[nH]c1=O)N1CCN(C2CCCCC2)CC1 (configuration not stated) | -17 |
| COc1ccc(-c2csc(N3C(=O)C4C5c6ccccc6C(c6ccccc65)C4C3=O)n2)cc1 (configuration not stated) | -26 |

| canonical_smiles | INS-1E GSIS act |
| --- | --- |
| O=C(CSc1nnc(-c2ccccc2)n1-c1ccccc1)N1c2ccccc2Sc2ccccc21 | -24 |
| CS(=O)(=O)N(CC(=O)Nc1ccc2c(c1)OCCO2)Cc1ccccc1 | 7 |
| Cc1cccc(C(=O)Nc2ccc(NC(=O)Cc3ccc(Cl)cc3)cc2)c1 | 22 |
| CCOC(=O)C1CCN(C(=O)c2sc3ncnc(N4CCC(C)CC4)c3c2C)CC1 | -19 |
| Cc1ccc(C2=NN3C(C2)c2ccccc2OC32C(=O)Nc3ccccc32)cc1 (configuration not stated) | -33 |
| Cc1onc(-c2ccccc2Cl)c1C(=O)NCCN1CCOCC1 | 0 |
| COc1ccc(C(C)=O)cc1CSCCC#N | 28 |
| O=S(=O)(NCC(c1cccnc1)N1CCN(c2ccccc2)CC1)c1cccs1 (configuration not stated) | -8 |
| CCCCCC(=O)N(O)C1CC(=O)N(c2ccccc2)C1=O (configuration not stated) | 5 |
| CCOC(=O)c1cc(NC(=O)c2cccnc2)cc(C(=O)OCC)c1 | 5 |
| Cc1ccc(-c2nnc(N(C)C(=O)c3cccnc3)s2)cc1 | 24 |
| CCCn1c(N)c(N2CCCCC2)c(=O)n(CC(=O)Nc2ccccc2)c1=O | -2 |

| canonical_smiles | INS-1E GSIS act |
| --- | --- |
| CC(NC(=O)c1cc2c(s1)CCCC2)C(C)(C)C (configuration not stated) | -6 |
| Cc1cc(C)nc(Nc2ncc(O)n2-c2ccccc2)n1 | 2 |
| Cc1cc(C(=O)Nc2c(C)nn(Cc3c(Cl)cccc3Cl)c2C)no1 | -5 |
| Cc1ccc(Cn2c(=O)c3ccccc3n3c(SCC(=O)N4CCCCC4C)nnc23)cc1 (configuration not stated) | -2 |
| C=CCn1cnc2c(c1=O)c1nc3ccccc3nc1n2-c1ccc(C)cc1 | -2 |
| Cc1ccccc1NC(=O)Cc1nc(CSc2nnc(-c3ccc4c(c3)OCO4)o2)cs1 | -10 |
| CCSc1nc(=O)n(-c2ccccc2)c(C)c1C(C)=O | 14 |
| CC(C)NC(=O)c1nn(C)c2ccccc12 | 16 |
| CC(C)(C)C1CCC(OC(=O)CCC(=O)Nc2ccccc2)CC1 (configuration not stated) | -2 |
| COc1ccc(CN(C(=O)c2nsc(Cl)c2Cl)C(C(=O)NC2CCCCC2)c2ccc(OC)cc2)cc1 (configuration not stated) | -9 |
| O=C(O)/C=C/c1cn(Cc2ccccc2)nc1-c1ccccc1 | 8 |
| Cc1sc2ncnc(N[C@@H](Cc3c[nH]c4ccccc34)C(=O)O)c2c1C | 18 |

| canonical_smiles | INS-1E GSIS act |
| --- | --- |
| O=C(NCc1ccco1)C1c2ccccc2Oc2ccccc21 | -7 |
| O=C(CSc1nnc(-c2ccncc2)o1)NC1C2CC3CC(C2)CC1C3 (configuration not stated) | -11 |
| Cc1cc(C(C)(C)C)cc(S(=O)(=O)Nc2ccc(O)c(C(=O)O)c2)c1C | -17 |
| CCOc1ccc(-n2c(=S)sc3c(=O)[nH]c(SCC(=O)NC(C)CC)nc32)cc1 (configuration not stated) | 0 |
| CCc1cc(-c2n[nH]c(=S)n2C(C)c2ccccc2)cs1 (configuration not stated) | 17 |
| Cc1nn(Cc2ccccc2)c(Cl)c1C(=O)NCCc1ccc(Cl)cc1 | -18 |
| CCn1c2ccccc2c2cc(NC(=O)c3ccc([N+](=O)[O-])cc3)ccc21 | -6 |

High-throughput results: PubChem, Broad Institute
